Source: PubChem BioAssay (National Center for Advancing Translational Sciences (NCATS))
CXXC DNA block = blocks binding of human MLL CXXC domain to DNA. 0.037% of 290,000 active. Q03164. Potency, µM (top dose mostly 115 µM), without a hit: at the top dose activity change, negative = inhibition, actives largely listed as inhibitors. MLL-CXXC / FITC-HOXA9 DNA fluorescence polarization; active = well fitted inhibition curve with a large enough effect in the polarisation, with a control signal flat, not every such curve was filed as active; inconclusive = small, poorly fitted or top-dose-only effect, or effect the other way, or a change in a side signal; inactive = no such curve, though single readings can be large or run the other way; the % refers to the polarisation; also: potency is read from the fitted curve at half-maximal effect
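Purified MLL-CXXC (added from a 7 uM solution) was preincubated 5 min at ambient with pinned compounds in 50 mM Tris-HCl pH 7.5, 50 mM NaCl, 1 mM DTT, 0.05% BSA. Fluorescein-labeled HOX-A9 DNA (50 nM solution) followed, 30 min, then polarization read.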
B2AR arrestin = recruits beta-arrestin to the human beta2-adrenergic receptor; AID 492947; P07550; Potency, µM (top dose mostly 46.1 µM), inactives show top-dose activation, usual class: activators; beta-arrestin recruitment to beta2AR, cell-based reporter; 0.02% of 330,000 active;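 also: potency is read from the fitted curve at half-maximal effect; 0% = DMSO controls and full agonism = EC100 isoproterenol or metaproterenol; nearly all actives have a fitted effect of over 65% in size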
p53 reactivator = re-activators of mutant p53; H1299 p53-A138V BP100-luciferase reporter, luminescence, 24 h; Potency, µM (highest dose often 92.2 µM), for the others: at the highest dose activity change, positive = activation, usual class: activators; 0.063% of 320,000 active; AID 504706; also: potency is read from the fitted curve at half-maximal effect; % of control where 0% means no effect; nearly all actives have a fitted effect of over 45% in size
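p53-null H1299 cells stably carrying temperature-sensitive p53-A138V and a BP100-luciferase reporter were pinned with compounds (4-point, 1:5 series) and held 24 hrs at 37 deg C. Luminescence was read 10 min after detection reagent.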
AT treatment = potential ataxia-telangiectasia treatment | […] A-T fibroblasts, KAP-1 phosphorylation AlphaLISA; neocarzinostatin DNA damage 30 min before lysis | 0.19% of 320,000 active | Potency, µM (series often up to 57.5 µM), without a hit: at the top dose activation, most hits filed as activators; also: potency is read from the fitted curve at half-maximal effect; % of control where 0% means no effect; nearly all actives have a fitted effect of over 45% in size
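ATM-like activity read as KAP-1 phosphorylation via AlphaLISA donor/acceptor antibody pairs after lysis and 6 hr at 25C. Cells were ATM-null patient fibroblasts ([…], hTERT), dosed 60 min, then exposed to the DSB inducer NCS for 30 min.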
ELG1 DNA repair = inhibitors of ELG1-dependent DNA repair in HEK293T cells; AID 504467; HEK293T ELG1-luciferase reporter, luminescence, 16 h; DNA damage induced by 5-fluorouridine; 2.3% of 330,000 active; Potency, µM (highest dose often 46.1 µM), for the others: top-dose activity change, negative = inhibition, most hits filed as inhibitors; also: potency is read from the fitted curve at half-maximal effect; % is scaled to controls: 0 for no effect and ±100 for the full control effect; nearly all actives have a fitted effect of over 55% in size
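DMSO vehicle served as the neutral condition. Each well held 2,000 cells given 5-fluorouridine plus compound; after 16 hr at 37 °C/5% CO2, ONE-Glo was added and luciferase measured 30 min later.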
TSG101-PTAP inh = blocks PTAP/TSG101 interaction to inhibit HIV-1 budding; Fluorescence polarization, FITC-PTAP peptide / Tsg101 binding; Potency, µM (doses to about 115 µM), inactives show at the highest dose activity change, negative = inhibition, usual class: inhibitors; 340,000 tested, under 10 active; AID 493005; active = well fitted inhibition curve with a large enough effect in the main read-out, with a control signal flat, not every such curve was filed as active; inconclusive = small, poorly fitted or top-dose-only effect, or effect the other way, or a change in a side signal; inactive = no such curve, though single readings can be large or run the other way; also: potency is read from the fitted curve at half-maximal effect; % of control where 0% means no effect
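Compounds were pin-transferred onto Tsg101 binding domain (10 uM final) in HEPES pH 7.5 buffer, then FITC-PTAP peptide was added at 50 nM final. After 20 min at RT, polarization reported peptide displacement across a qHTS concentration series.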
TCR activator = T cell receptor activation; primary human leukocytes, anti-CD3, IL-2 HTRF, 48 h; Potency, µM (titrated, usually from 9.22 µM), for inactives: at the highest dose activation of IL-2 secretion, hits mostly activators; 330,000 tested, under 10 active; also: % of control where 0% means no effect
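Readout: HTRF IL-2, Eu-cryptate/d2 antibody pair, 320nm excitation, 665nm emission. Stimulus: a-CD3 beads, no co-stimulation. Cells: primary human leukocytes. Exposure: 48 hr with compound.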
TRPV1 agonist = agonists of human vanilloid receptor 1 (TRPV1); Q8NER1; TRPV1-expressing cells, Fluo-8 calcium influx, agonist mode; activation, % at 8.33 µM; 0.19% of 320,000 active; AID 540275; in the data active = activation above about 80%; inconclusive = between about 30% and that limit; also: 0% is about no effect
Target sequence (Q8NER1 whole entry, looked up): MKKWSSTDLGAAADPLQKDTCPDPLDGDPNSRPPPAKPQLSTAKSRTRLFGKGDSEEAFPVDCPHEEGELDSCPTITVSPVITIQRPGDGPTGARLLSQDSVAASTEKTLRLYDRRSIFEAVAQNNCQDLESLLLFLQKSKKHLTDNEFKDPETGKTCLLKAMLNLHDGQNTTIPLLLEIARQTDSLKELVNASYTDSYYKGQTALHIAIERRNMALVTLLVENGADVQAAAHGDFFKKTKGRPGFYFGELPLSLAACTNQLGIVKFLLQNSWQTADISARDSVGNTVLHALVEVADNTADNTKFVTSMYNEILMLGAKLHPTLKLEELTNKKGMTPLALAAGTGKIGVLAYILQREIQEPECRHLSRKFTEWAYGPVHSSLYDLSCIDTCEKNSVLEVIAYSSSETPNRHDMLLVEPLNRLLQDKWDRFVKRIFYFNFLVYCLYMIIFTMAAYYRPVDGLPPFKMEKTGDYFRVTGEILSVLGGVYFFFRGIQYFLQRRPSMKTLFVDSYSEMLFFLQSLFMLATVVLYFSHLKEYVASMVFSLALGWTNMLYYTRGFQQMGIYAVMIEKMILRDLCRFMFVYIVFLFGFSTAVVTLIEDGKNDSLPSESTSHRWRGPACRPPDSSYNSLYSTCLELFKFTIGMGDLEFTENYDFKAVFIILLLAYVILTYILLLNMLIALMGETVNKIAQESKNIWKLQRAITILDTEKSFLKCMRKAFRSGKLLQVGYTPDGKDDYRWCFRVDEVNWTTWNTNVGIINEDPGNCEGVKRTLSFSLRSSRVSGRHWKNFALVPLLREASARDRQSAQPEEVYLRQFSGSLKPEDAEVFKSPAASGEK
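Cells expressing TRPV1 were dye-loaded with Fluo-8 and read kinetically: 10 s baseline, 3 min after compound (agonist portion), then 2 min after EC20 capsaicin (allosteric enhancer portion). Calcium-bound dye fluorescence at 480/520 nm.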
BRCA1 expr up = BRCA1 expression activation; 1.1% of 380,000 active; Potency, µM (highest dose often 46.1 µM), inactives show top-dose activation, hits mostly activators; MCF7-BRCA1-FFLuc reporter, luminescence, 48 h; response scale: scaled: vehicle 0%, 10 µM genistein 100%; AID 624202; also: potency is read from the fitted curve at half-maximal effect; nearly all actives have a fitted effect of over 80% in size; some results filed as inactive show a strong effect at the top dose
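Activators of BRCA1 expression were detected as increased firefly luciferase luminescence in engineered MCF7 cells after 48 h compound incubation. Signals were scaled to genistein 10 microM as full activation.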
a7 integrin act = integrin-mediated muscular dystrophy alleviation activation; Potency, µM (top dose mostly 38.3 µM), for the others: at the highest dose activation, usual class: activators; 0.064% of 350,000 active; alpha7betagal myoblasts, beta-gal FDG fluorescence, 48 h;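 also: potency is read from the fitted curve at half-maximal effect; 100% = response of the positive control SU9516; nearly all actives have a fitted effect of over 60% in size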
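Alpha7betagal+/- myoblasts (passage 13) were plated 16-24 hr, then exposed to compounds (1:260 dilution of DMSO stock) for 48 hours at 37C. After MPER lysis, β-galactosidase reporter activity was read as FDG fluorescence (ex 480/em 540) after 30 minutes.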
Numbers without * were called inactive; ? = inconclusive; . = not tested or not shown; & = joins results of further samples; [ ] = dose if it differs, or a comment. Unless noted, calls follow the shape of the dose curve; as a rule, active = well fitted curve in the direction sought with a large enough effect; inconclusive = small, poorly fitted or top-dose-only effect, or another doubt; inactive = no such curve, though single readings can be large; an effect the other way counts as inactive or inconclusive. Compounds as they come; about 3.8% have a hit in one of these screens.

SMILES	CXXC DNA block	B2AR arrestin	p53 reactivator	AT treatment	ELG1 DNA repair	TSG101-PTAP inh	TCR activator	TRPV1 agonist	BRCA1 expr up	a7 integrin act
Cc1ccc(S(=O)(=O)N2CCOCC2)cc1C(=O)NCCN1C(=O)S/C(=C\c2ccccc2Cl)C1=O	4%	-0.9%	-4%	-4%	21µM*	0%	-1%[46.1 µM]	9	-29%	10%
COc1ccc(C(=O)Nc2cccnc2)cc1	16%	-0.1%	14%	-2%	?	-2%	3%	20	57%	16%
CC(Sc1nnc(Cn2c(=O)sc3ccccc32)n1C)c1ccccc1 (stereo not given)	-3%	0.3%	1%	3%	3%	-6%	-16%[46.1 µM]	2	4%	-1%
CC1CN/C(=C\C(=O)c2ccccc2)C(=O)N1 (stereo not given)	1%	-0.9%	6%	3%	?	-6%	3%	-4	118%	7%
COc1ccc(N(CC(=O)NCc2cccnc2)S(=O)(=O)c2ccccc2[N+](=O)[O-])c(OC)c1	-10%	-1.2%	3%	2%	-2%	0%	9%	1	1%	4%
CCOc1ccc(/C(O)=C2/C(=O)C(=O)N(Cc3cccnc3)C2c2ccc(N(C)C)cc2)c(C)c1 (stereo not given)	-7%	0.0%	-2%	6%	10%	-6%	.	-6	-21%	-25%
Cc1nn(C)cc1C(=O)/C=C/c1ccc([N+](=O)[O-])cc1	-8%	0.1%	9%	-6%	16%	-1%	-1%	4	14%	-52%[inhibitor]
Cc1ccccc1CS(=O)(=O)Cc1ccc(C(=O)NCC2CCCO2)o1 (stereo not given)	-4%	0.6%	-1%	6%	1%	0%	-3%	1	-2%	4%
N#CCC(=O)Nc1ccc(C(=O)OCC(=O)c2ccc3c(c2)NC(=O)CO3)cc1	.	-0.1%	2%	-3%	1%	0%	2%	-2	-1%	-8%
Cc1cc(-n2c(C)cc(C(=O)CN3C(=O)NC4(CCCCC4)C3=O)c2C)no1	6%	-0.7%	-3%	-2%	11%	0%	5%	-2	-13%	-18%
COc1ccc(C(=O)Nc2nnc(-c3ccc(F)cc3)s2)c(OC)c1	7%	-0.3%	-2%	-8%	28%	0%	-4%	2	56%	-21%
OCc1ccnc2c(O)cccc12	-16%	?	-31%[inhibitor]	0%	?	-1%	.	0	-43%	-41%
CC(=O)Oc1ccc(C(=O)Nc2cc(NC(=O)c3ccc(OC(C)=O)cc3)cc(C(=O)NC(C)(C)C)c2)cc1	6%	0.0%	4%	0%	?	-5%	0%[46.1 µM]	-7	-40%	1%
Cc1cc2nc(C)c(=O)n(C)c2cc1C	3%	-0.9%	3%	-2%	14%	-1%	-3%[46.1 µM]	-2	2%	-14%
C=CCn1c(SCC(=O)NC2CCCCC2)nc2ccccc2c1=O	8%	-0.1%	1%	5%	12%	-4%	.	8	1%	-11%
C=CCSc1nc2ccccc2[nH]1	-6%	0.1%	3%	3%	0%	-4%	-6%	-1	29%	12%
COc1ccc(CNC(=S)NCc2ccc(OC)cc2)cc1	-1%	-0.8%	-2%	-2%	-1%	1%	2%	?	5%	-23%
CCOc1ccccc1N=Nc1c(C)[nH]n(-c2ccccc2)c1=O	28%	-1.0%	29%	2%	4%	-4%	-1%	4	-55%	7%
COc1ccc(C2C(C#N)=C(N)N(Nc3ccccc3)C3=C2C(=O)CC(C)(C)C3)cc1C (stereo not given)	-4%	0.2%	-8%	-6%	?	-3%	-16%	23	-86%	-25%
COCCCn1c(=O)c2sccc2n2c(CCCC(=O)NCc3ccccc3OC)nnc12	2%	-0.4%	-3%	-1%	2%	-4%	-7%	-2	15%	15%
Cc1cc(O)ccc1Nc1nc2ccccc2nc1Nc1ccc(O)cc1C	5%	0.5%	?	5%	-22%	-1%	-4%	-1	-47%	-56%[inhibitor]
CN(C)c1ccc(/C=N/NC(=O)CN2CCN(c3ccc(F)cc3)CC2)cc1	1%	-0.5%	18%	-6%	-5%	.	-10%[46.1 µM]	1	.	.
CC(=O)c1cc(C#N)c(Oc2ccccc2)nc1C	.	.	.	.	.	0%	0%	.	18%	4%
O=C(O)CCC(=O)N1CCN(c2nc3ccccc3s2)CC1	-6%	-0.3%	-2%	4%	5%	-4%	5%	1	1%	7%
O=C(Cn1cnc2sc3c(c2c1=O)CCCC3)NCC(=O)Nc1ccc(F)cc1F	44%[activator]	-0.1%	3%	-5%	18%	-6%	-3%	10	-10%	-1%
COc1ccc(Cl)cc1NC(=O)C(C)OC(=O)C1=NNC(=O)CC1 (stereo not given)	.	-0.1%	-17%	5%	17%	-4%	.	0	6%	4%
CCN(CC(=O)Nc1ccc(OC)c(OC)c1)S(=O)(=O)c1ccc(C)cc1	-4%	-0.2%	-8%	8%	?	-1%	-2%	2	-32%	-8%
COc1cc(/C=C2\CCC/C(=C\c3ccc(O)c(OC)c3)C2=O)ccc1O	0%&-1%	-0.5%	-15%	-3%	?	-6%	-3%	0	-108%&0%[inhibitor]	-70%[inhibitor]
CN(CC(=O)NC(=O)NCc1ccccc1)Cc1ccc(Cl)cc1	8%	0.0%	22%	-4%	4%	-2%	2%[46.1 µM]	?	-34%	9%
COCCn1c(=O)[nH]c2cc(C(=O)NCCN3CCN(c4ccc(OC)cc4)CC3)ccc2c1=O	8%	0.2%	-21%	1%	9.2µM*	2%	-11%	-2	-37%	-1%
Cc1ccc(OCCCCn2ccnc2)c([N+](=O)[O-])c1	-12%	-0.7%	9%	12%	-11%	0%	0%	-6	8%	8%
Cc1ccc(C)c(S(=O)(=O)N2CCN(CC(=O)NC(=O)NCc3ccco3)CC2)c1	-2%	-0.1%	-2%	-5%	?	6%	-2%	1	-2%	3%
CN(CCCC1CCCC1)C(=O)CCc1nnc(-c2ccccc2)o1	-1%	-0.9%	23%	-2%	?	-1%	-7%	?	?	-11%
Nc1nc(CN2CCN(c3ccc(F)cc3)CC2)nc(N2CCCc3ccccc32)n1	8%	0.5%	-9%	-12%	-10%	-11%	7%	-1	-8%	-24%
O=C(COC(=O)C1CCN(S(=O)(=O)c2cccs2)CC1)c1cc2ccccc2o1	24%	-0.4%	9%	-5%	?	-4%	2%	6	-12%	3%
Cc1ccc(C)c(N2N=C(C(=O)Nc3ccc(S(=O)(=O)N4CCCC4)cc3)CCC2=O)c1	-3%	-0.3%	9%	18%	25%	-2%	1%	7	27%	-8%
COc1ccc(CCNC(=O)c2ccc3c(c2)OCCO3)cc1	3%	-0.7%	-10%	0%	?	-1%	.	12	?	-10%
O=C(Nc1ccc(F)cc1)C(c1ccccc1)N1CCN(S(=O)(=O)c2ccccc2)CC1 (stereo not given)	4%	-1.0%	5%	-1%	-24%	1%	0%[46.1 µM]	19	-18%	-47%[inhibitor]
Cc1ccc(/C=C/S(=O)(=O)NCC(=O)O)cc1	11%	0.0%	17%	2%	11%	-1%	5%	1	-4%	-3%
O=C(COc1ccc(-c2nnco2)cc1)Nc1cc([N+](=O)[O-])ccc1F	.	0.1%	?	-4%	-1%	-4%	6%	.	-13%	0%
CC(=O)OCC1=C(C(=O)O)N2C(=O)C(NC(=O)CCn3nc(C)c(Cl)c3C)C2SC1 (stereo not given)	-3%	0.0%	0%	-5%	-7%	0%	-10%	2	2%	-22%

Whole records, looked up by structure:
`Cc1ccc(OCCCCn2ccnc2)c([N+](=O)[O-])c1` across the screens: CXXC DNA block = -12%; B2AR arrestin = -0.7%; p53 reactivator = 9%; AT treatment = 12%; ELG1 DNA repair = -11%; TSG101-PTAP inh = 0%; TCR activator = 0%; TRPV1 agonist = -6; BRCA1 expr up = 8%; a7 integrin act = 8%
`Cc1ccc(C)c(N2N=C(C(=O)Nc3ccc(S(=O)(=O)N4CCCC4)cc3)CCC2=O)c1` across the screens: CXXC DNA block = -3%; B2AR arrestin = -0.3%; p53 reactivator = 9%; AT treatment = 18%; ELG1 DNA repair = 25%; TSG101-PTAP inh = -2%; TCR activator = 1%; TRPV1 agonist = 7; BRCA1 expr up = 27%; a7 integrin act = -8%
`Cc1ccc(/C=C/S(=O)(=O)NCC(=O)O)cc1` across the screens: CXXC DNA block = 11%; B2AR arrestin = 0.0%; p53 reactivator = 17%; AT treatment = 2%; ELG1 DNA repair = 11%; TSG101-PTAP inh = -1%; TCR activator = 5%; TRPV1 agonist = 1; BRCA1 expr up = -4%; a7 integrin act = -3%
